FBW7 act – FBW7 E3 ligase activators, primary screen, biochemical, AlphaScreen, human. F-box/WD repeat-containing protein 7 (Homo sapiens), Q969H0. AlphaScreen FBW7–phospho-cyclin E peptide binding, activator screen. normalized activity (activation), % at 26.1 µM. hit rate 0.13% among 650,000; in the data active = normalized activity above about 1.9%;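 also: purified mutant Fbw7 with reduced substrate affinity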
TEAD-YAP block – TEAD-YAP interaction inhibition, primary screen, TEAD-YAP interaction inhibitor project, luminescence, HEK-TIYL cells; hit rate 1.4% among 640,000; inhibition, % at 9.12 µM; TEAD-Gal4/YAP UAS-luciferase luminescence; in the data active = inhibition above about 32%;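 also: 0% = median of test compound wells and 100% = reference inhibitor wells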
GPR151 ag – activators of human GPR151, primary screen, cell-based, PathHunter beta-arrestin, luminescence; G-protein coupled receptor 151 (Homo sapiens), Q8TDV0; PathHunter beta-arrestin GPR151 cells; activation, % at 11.2 µM; hit rate 1% among 650,000; AID 1508602, 2020; in the data active = activation above about 4.9%;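 also: 0% = median of compound wells and 100% = cells with positive control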
Target sequence (Q8TDV0 whole entry, looked up): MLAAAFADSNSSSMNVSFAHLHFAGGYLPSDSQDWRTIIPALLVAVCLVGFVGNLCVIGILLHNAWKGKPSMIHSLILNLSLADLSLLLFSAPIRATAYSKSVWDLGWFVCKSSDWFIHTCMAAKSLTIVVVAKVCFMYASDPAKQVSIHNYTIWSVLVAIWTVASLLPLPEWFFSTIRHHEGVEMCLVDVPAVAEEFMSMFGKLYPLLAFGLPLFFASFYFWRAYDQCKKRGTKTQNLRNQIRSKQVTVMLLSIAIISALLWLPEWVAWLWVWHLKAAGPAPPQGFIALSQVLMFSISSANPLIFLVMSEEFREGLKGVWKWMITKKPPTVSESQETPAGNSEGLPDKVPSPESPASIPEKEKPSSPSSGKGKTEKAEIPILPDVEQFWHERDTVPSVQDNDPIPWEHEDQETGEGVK
MITF primary – MITF inhibitors, primary screen, biochemical, AlphaScreen, human | Microphthalmia-associated transcription factor (Homo sapiens), O75030 | AlphaScreen MITF homodimerization, bead proximity signal | inhibition, % at 2.6 µM | hit rate 0.91% among 650,000; in the data active = inhibition above about 50%;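 also: 0% = vehicle wells with protein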
Target sequence (O75030 whole entry, looked up): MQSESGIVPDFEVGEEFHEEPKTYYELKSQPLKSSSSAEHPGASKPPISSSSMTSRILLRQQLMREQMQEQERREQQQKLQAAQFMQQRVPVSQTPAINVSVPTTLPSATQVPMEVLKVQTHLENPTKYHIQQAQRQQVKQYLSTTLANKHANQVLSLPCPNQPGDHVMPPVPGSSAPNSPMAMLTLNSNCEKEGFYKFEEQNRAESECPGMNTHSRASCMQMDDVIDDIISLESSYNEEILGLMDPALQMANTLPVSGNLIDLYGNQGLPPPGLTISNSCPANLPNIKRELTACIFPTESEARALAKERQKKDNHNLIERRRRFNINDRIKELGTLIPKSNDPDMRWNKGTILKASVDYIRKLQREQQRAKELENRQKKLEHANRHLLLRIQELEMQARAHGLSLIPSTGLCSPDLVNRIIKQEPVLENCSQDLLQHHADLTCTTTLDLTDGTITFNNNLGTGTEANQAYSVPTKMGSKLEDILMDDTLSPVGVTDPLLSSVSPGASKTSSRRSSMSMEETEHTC
* = called active by the depositor; & = joins results of further samples.

SMILES	FBW7 act	TEAD-YAP block	GPR151 ag	MITF primary
CC(/C=N/Nc1nnc2c(n1)[nH]c1ccccc12)=C\c1ccccc1	0.8	15.5	-1.0	14.7
Cc1ccccc1N1C(=O)CN(Cc2sccc2C)C1=S	0.1	5.7	0.5	-4.6
Clc1nc(NC2CC2)c2[nH]cnc2n1	-0.1	-4.1	-0.5	0.1
O=C(CN(c1cc(C(F)(F)F)ccc1Cl)S(=O)(=O)c1ccccc1)Nc1ccccc1F	0.2	1.7	-0.5	14.7
O=S(=O)(c1ccc2oc(-c3ccc(Cl)cc3)nc2c1)c1ccc2oc(-c3ccc(Cl)cc3)nc2c1	0.1	3.8	5.7*	11.3
Cc1c(C(=O)N(C)C2CCCCC2)sc2ncn(Cc3ccccc3Cl)c(=O)c12	0.4	14.1	-0.1	20.9
CCN(CC)C1CCN(c2nncc(-c3ccc(Cl)cc3)n2)C1 (centres undefined)	-0.1	-12.1	3.6	4.4
O=C(Nc1ccc(F)c([N+](=O)[O-])c1)c1ccc(-c2cccc(Cl)c2)o1	-0.1	20.3	-0.7	18.6
Cc1ccc(Nc2nc(C(F)(F)F)c(-c3ccc(F)cc3)s2)cc1	-0.1	-18.3	1.9	5.7
COc1cc(Nc2nc(-c3ccc(S(=O)(=O)N4CCCCC4)cc3)cs2)c(OC)cc1Cl	0.0	6.8	1.5	6.6
C=CCN1CCN(c2c(Cl)cccc2NC(=O)C2CCC(=O)O2)CC1 (centres undefined)	-0.1&1.0	-3.0&6.6	0.3&1.8	-3.2&-1.5
Cc1cc([N+](=O)[O-])ccc1N=Cc1c(O)[nH]c2ccccc12	0.1	-18.5	0.1	3.1
CCOc1ccc(OCC)c(NC(=O)CCNc2c(N3CCCC3)c(=O)c2=O)c1	0.0	8.4	1.1	7.7
CCCc1ccc(Oc2c(-c3ccc(O)c(C)c3O)n[nH]c2C)cc1	0.0	0.4	0.0	-1.3
COc1ccccc1CNC(=O)Cn1c(=S)[nH]c2ccccc2c1=O	0.0	-2.5	-1.3	27.6
CN(Cc1ccccc1)C(=O)c1ccc(N2CC3CC(C2)c2cccc(=O)n2C3)c(NC(=O)c2ccc(Br)o2)c1 (centres undefined)	0.1	6.1	0.4	3.3
Cc1cc(Cl)ccc1OCC(=O)N/N=C1\CCCC(=O)C1	0.1	3.6	1.2	-11.2
CCN(CC)S(=O)(=O)c1nnc(NC(=O)C2CCCCC2)s1	0.0	-9.3	-1.1	-2.2
CCOc1cc(/C=N/NC(=O)CNC(=O)c2ccc3c(c2)OCO3)cc(Cl)c1O	-0.1	14.6	2.4	1.8
O=C(/C=C/c1c(F)cccc1Cl)n1cccn1	0.3	-8.1	0.2	14.2
COC(=O)c1nnn(CC(=O)Nc2c(C)cccc2C)c1C(=O)OC	0.3	-1.1	-1.2	8.9
CCCCN(CC)C(=O)c1sc2ncn(CC(=O)N(CC)CC)c(=O)c2c1C	0.0	-10.1	-1.0	-0.3
Cc1cccc(CN2CCC(N3CCC(C(=O)N4CCCCCC4)CC3)CC2)n1	0.3	5.6	-2.0	10.6
O=C(COc1ccc([N+](=O)[O-])cc1)Nc1ccc(-c2nnc(-c3ccco3)o2)cc1	-0.1	-6.5	-0.3	-4.9
N#Cc1c(N)nc2c(c1-c1sc(Cl)cc1Cl)CCCC2	-0.1	-0.9	0.1	-4.9
SMILES	FBW7 act	TEAD-YAP block	GPR151 ag	MITF primary
O=C(Nc1ccc(Cl)cc1)c1ccc(N2CC3CC(C2)c2cccc(=O)n2C3)c(NC(=O)c2cccnc2)c1 (centres undefined)	-0.2	0.3	-0.6	-3.1
Cc1ccc(C2(O)CSC3=C(C#N)C(c4ccc(F)cc4)CC(=O)N32)cc1 (centres undefined)	0.1	-4.9	0.5	-5.6
Cc1ccc(Nc2nc(N)nc(CN3CCN(c4ccc(F)cc4)CC3)n2)cc1	-0.1	13.3	0.9	2.5
CCCNC(=O)c1cc2c(=O)n3ccccc3nc2s1	0.0	-35.6	0.4	-18.2
Nc1ccccc1C(=O)N1CCc2ccccc21	0.9	-36.4	-2.8	18.4
COc1ccc(N2CCN(C(=O)Nc3cc(C)ccc3OC)CC2)cc1	0.1	4.7	0.9	13.7
CCOc1ccc(NC(=O)c2ccc3c(=O)n(Cc4ccccc4)c(=S)[nH]c3c2)cc1	0.4	-5.4	3.4	24.4
CCCC#CC(C)(O)CNC(Cc1ccccc1)C(=O)O (centres undefined)	-0.1	9.5	0.3	1.4
CC1CN(S(=O)(=O)c2ccc3c4c(cccc24)C(=O)N3)CC(C)O1 (centres undefined)	0.1	-25.8	-0.1	1.8
Cc1cccc(/C=C(\C#N)c2nc3ccccc3c(=O)[nH]2)c1	0.3	10.4	1.4	15.9
CCC(C)NS(=O)(=O)c1ccc(F)c(C(=O)Nc2ccc(Cl)cc2C(F)(F)F)c1 (centres undefined)	0.1	4.6	-0.7	9.9
CCN(CC)C(=O)c1ccc(CN2CCOCC2)o1	0.2	7.0	0.4	11.2
COC(=O)c1ccc2nc(C)cc(Nc3ccc(F)cc3)c2c1	0.1	8.3	-1.0	20.4
O=C1OC(c2cc([N+](=O)[O-])ccc2Cl)=N/C1=C\c1ccc(F)cc1	-0.1	2.6	0.8	-0.7
COc1ccc(N2CCN(C(=O)C3CC(=O)N(c4ccc(C)c(C)c4)C3)CC2)nn1 (centres undefined)	0.1	8.9	0.3	-8.8
C/C(=N\NC(=O)c1ccc2c(c1)OCO2)c1ccco1	0.0	0.7	-0.9	14.0
O=c1[nH]c(=O)n(-c2ccccc2Cl)c(O)c1/C=C1\C=CC=N1	-0.2	61.4*	-1.2	11.0
O=C(CSc1nc2ccccc2c(=O)n1CCC1=CCCCC1)c1ccc(Br)cc1	0.0	-11.6	0.3	-8.4
O=C(Nc1cccc(Cl)c1)N[C@H]1C[C@H]2C(=O)N3CCC[C@@H]3C(=O)N2C1	0.6	2.5	-1.6	23.4
CC1=C(C(=O)OC(C)C)C(c2cccnc2)C2=C(CCCC2=O)N1 (centres undefined)	0.1	-4.0	0.7	-9.3
Cc1cc(Cl)ccc1OCC(=O)NCCOC(=O)Nc1sc(=S)n(C)c1C	-0.3	-2.5	0.0	-2.5
CCOC(=O)Cn1c(=O)c2c(nc3n(C(C)CC)c(C)c(C)n23)n(C)c1=O (centres undefined)	0.3	8.9	-0.4	6.5
O=C1/C(=C/c2ccco2)SC(=S)N1NS(=O)(=O)c1ccccc1	0.0	8.4	1.7	59.5*
COc1ccc(CCC(C)NCCCn2ccnc2)cc1 (centres undefined)	0.2	4.0	-0.7	42.7
COC(=O)c1cccc(NC(=O)c2ccco2)c1	0.5	1.8	-2.4	19.1

By substructure: the entries above containing an NH in an aromatic ring (8)
SMILES	FBW7 act	TEAD-YAP block	GPR151 ag	MITF primary
CC(/C=N/Nc1nnc2c(n1)[nH]c1ccccc12)=C\c1ccccc1	0.8	15.5	-1.0	14.7
Clc1nc(NC2CC2)c2[nH]cnc2n1	-0.1	-4.1	-0.5	0.1
Cc1cc([N+](=O)[O-])ccc1N=Cc1c(O)[nH]c2ccccc12	0.1	-18.5	0.1	3.1
CCCc1ccc(Oc2c(-c3ccc(O)c(C)c3O)n[nH]c2C)cc1	0.0	0.4	0.0	-1.3
COc1ccccc1CNC(=O)Cn1c(=S)[nH]c2ccccc2c1=O	0.0	-2.5	-1.3	27.6
CCOc1ccc(NC(=O)c2ccc3c(=O)n(Cc4ccccc4)c(=S)[nH]c3c2)cc1	0.4	-5.4	3.4	24.4
Cc1cccc(/C=C(\C#N)c2nc3ccccc3c(=O)[nH]2)c1	0.3	10.4	1.4	15.9
O=c1[nH]c(=O)n(-c2ccccc2Cl)c(O)c1/C=C1\C=CC=N1	-0.2	61.4*	-1.2	11.0

Following part
SMILES	FBW7 act	TEAD-YAP block	GPR151 ag	MITF primary
C=CCOc1c(Cl)cc(/C=C2/C(=O)N(C)C(=S)N2CC(=O)OC)cc1OC	-0.2	2.0	4.4	-5.3
O=C(c1ccco1)N(Cc1ccccc1)c1ccccn1	0.7	17.8	1.1	-6.4
Cc1ccccc1NC(=O)N1CCCC1C(=O)NC(C)(C)C (centres undefined)	-0.1	-2.4	-0.6	-11.1
COC(=O)c1cc(S(=O)(=O)Nc2ccc(OC)cc2OC)cn1C	0.3	6.8	-0.4	6.5
O=C(CN1CCCCCC1)N1c2ccccc2Sc2ccc(C(F)(F)F)cc21	0.0	-2.4	-1.1	5.8
COc1ccc(S(=O)(=O)N2CCC(N3CCN(c4ccccc4OC)CC3)CC2)cc1	0.8	0.8	-1.1	88.7*
COc1ccccc1-c1cnc2ccc(NCc3cc(OC)c(OC)c(OC)c3)nn12	0.0	58.8*	-0.7	12.3
O=S(=O)(Nc1ccc(F)cc1)c1cccc2nsnc12	-0.3	-10.5	0.0	-4.5
CC(C)(C)C(=O)Nc1nnc(-c2ccccc2Cl)o1	0.2	7.2	0.2	-1.8
O=C(c1ccc([N+](=O)[O-])cc1)c1nc2c(n1O)CCCCC2	-0.1	-3.7	2.6	-5.4
COCC1CCCCN1C(=O)CCCn1nnnc1CN1CCC(C)CC1 (centres undefined)	0.0	-1.4	1.9	0.7
CCOC(=O)c1c(C)[nH]c(C(=O)CN2CCN(c3ccccc3OC)CC2)c1C	0.2	-3.1	-0.1	12.9
O=C(/C=N/O)Nc1ccc(Cl)c(Cl)c1	-0.1	-6.4	0.4	-1.6
N#C/C(=C(/O)COC(=O)c1ccccc1Br)c1nc2ccccc2[nH]1	0.1	13.9	0.4	13.7
CCCc1cnc2[n+](c1)C(O)(c1cc(OC)ccc1OC)CS2 (centres undefined)	-0.3	5.0	0.7	-19.0
C=CCN=c1scc(-c2ccco2)n1/N=C/c1ccc(O)c(O)c1O	-0.6	54.8*	-0.9	2.8
CC(=O)Oc1ccc(NC(=O)CC2Nc3cc(C)c(C)cc3NC2=O)cc1 (centres undefined)	0.3	-9.6	2.2	-2.1
Cc1ccc2cc(CN(CCCO)Cc3nnnn3CCc3ccccc3)c(=O)[nH]c2c1	0.1	1.8	-0.6	-1.1
CCOCCCNC(=O)c1ccc(I)cc1	0.1	-21.9	-1.6	6.9
CCOC(=O)C1=C(C)N=c2s/c(=C\c3ccc(OCc4ccc([N+](=O)[O-])cc4)c(OCC)c3)c(=O)n2C1c1ccc2c(c1)OCO2 (centres undefined)	0.0	0.7	0.6	-1.8
Cc1ccc(-n2nc3c(c2NC(=O)C2CC2)CS(=O)(=O)C3)cc1	0.5	-4.3	4.1	10.5
O=C(COc1ccccc1C(=O)O)Nc1ccccc1	0.2	-5.5	-6.8	-0.5
O=C(Nc1ccc2nn(-c3cccc(Cl)c3)nc2c1)c1ccccc1	0.1	-4.1	0.2	-3.1
O=C(CN1C(=O)C(=O)c2ccccc21)c1ccc(Cl)cc1	-0.1	6.0	0.2	2.3
COc1cc(C2/C(=C(/O)c3ccccc3)C(=O)C(=O)N2CCN(C)C)ccc1O (centres undefined)	0.5	-8.7	-1.0	-12.7

A second format for 3 compounds above:
Values run as follows: FBW7 act, TEAD-YAP block, GPR151 ag, MITF primary
C=CCOc1c(Cl)cc(/C=C2/C(=O)N(C)C(=S)N2CC(=O)OC)cc1OC
→ -0.2, 2.0, 4.4, -5.3
Cc1ccc2cc(CN(CCCO)Cc3nnnn3CCc3ccccc3)c(=O)[nH]c2c1
→ 0.1, 1.8, -0.6, -1.1
CC(C)(C)C(=O)Nc1nnc(-c2ccccc2Cl)o1
→ 0.2, 7.2, 0.2, -1.8

Next section:
SMILES	FBW7 act	TEAD-YAP block	GPR151 ag	MITF primary
Cc1c(C(=O)Nc2ccc(F)c(Cl)c2)sc2ncnc(N3CCC(C)CC3)c12	0.6	0.9	-0.6	12.9
COc1ccc(/C(C)=N/Nc2nnc3c(n2)[nH]c2ccc(C)cc23)cc1OC	-0.1	-16.4	0.2	6.9
c1ccc(-c2nc(NCc3cccnc3)c3ccccc3n2)cc1	0.2	16.0	0.6	-2.9
CCOC(=O)N1CCC(N2CCOc3ccc(C(O)CCc4ccccc4)cc3C2)CC1 (centres undefined)	-0.1	-15.6	-0.6	-4.8
Cc1ccc2nc(-c3ccc(Br)cc3)cc(C(=O)O)c2c1	0.2	-13.8	1.9	17.4
COc1cc2c(cc1OC)C(=NC(Cc1c[nH]c3ccccc13)C(=O)O)NC(C)(C)C2 (centres undefined)	-0.1	-6.0	-1.2	-0.1
Cn1c(CN2CCN(Cc3ccccc3)CC2)c(C#N)c2ccccc21	-0.1	1.5	0.3	3.1
O=C(Nc1ccc(F)c([N+](=O)[O-])c1)c1ccccc1Cl	-0.1	-7.3	0.8	-2.9
CCSCCOC(=O)C1=C(C)NC2=C(C(=O)C(C(=O)OC)C(C)C2)C1c1cccc(Cl)c1 (centres undefined)	0.0	2.4	2.2	-2.4
COc1ccc(C(C)=O)cc1COC(=O)CCC(=O)c1cccs1	-0.2	-10.5	0.1	-6.1
CCCOc1ccc(C(=O)Nc2c(O)c3ccccc3oc2=O)cc1	0.1	2.6	-0.2	0.3
O=C(CNC(=O)C(c1ccccc1)c1ccccc1)N/N=C/c1ccccc1	0.1	3.2	-1.1	8.7
O=C(/C=C/c1ccc(F)cc1)NCCSCc1ccco1	0.1	-24.7	-1.8	16.9
COc1ccccc1OCCSc1nc2ccccc2n1CCOc1ccccc1OC	-0.3	-19.3	0.4	13.4
Nc1ccc(Oc2ccc3c(c2)C(=O)N(Cc2ccco2)C3=O)cc1	0.1	4.0	1.4	-3.9
CC1=C(C(=O)OCC2CCCO2)C(c2cc(Br)ccc2F)C2=C(CC(c3cccs3)CC2=O)N1 (centres undefined)	0.4	24.1	-0.5	-1.7

From PubChem
